# HTR5A ag ctr: HTR5A agonists in luminescence cell assay, primary screen, counter-screen for OPRM1-OPRD1 heterodimer agonist project, full-deck HTS | 5-hydroxytryptamine receptor 5A (Homo sapiens), P47898 | activation, % at 9.3 µM | 340,000 compounds, 0.61% hits | AID 504692, 2011 | cell-based; in the data active = activation mostly above about 9.5%, no sharp cut-off; inactive = mostly below about 7.6%;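 also: 0% = cells with vehicle only and 100% = reference agonist; strong numbers were not always called active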
# PvdQ acylase: P. aeruginosa PvdQ acylase inhibitors, primary screen, biochemical, fluorescence, plate reader and imaging, single point; PvdQ acylase [Pseudomonas aeruginosa LESB58]; purified PvdQ acylase; inhibition, % at 10 µM; 340,000 compounds, 0.063% hits; AID 488965, 2010; in the data active = inhibition above about 30%, passing the limit was not always enough; inconclusive = no clear call, values can overlap the other calls;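 also: 0% = vehicle neutral wells and 100% = reference inhibitor wells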
# Wnt act: Wnt/beta-catenin pathway activators, primary screen, cell-based, plate reader, single point; 300,000 compounds, 1.2% hits; Wnt/beta-catenin reporter cell assay, activator; activation, % at 9.35 µM; AID 743398, 2014; in the data active = activation above about 30%, passing the limit was not always enough; inconclusive = no clear call, values can overlap the other calls;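 also: 0% = neutral control wells and 100% = positive control wells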
# dFosB act: activators of delta FosB homodimer, primary screen, biochemical, fluorescence polarization, TAMRA-CDK5 oligo, single point; 340,000 compounds, 0.99% hits; AID 493131, 2011; purified delta FosB; percent of positive-control signal above neutral wells; Protein FosB (Mus musculus), P13346; activation, % at 25 µM;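 active = mean activation above about 17%, with every replicate also reaching it, limit read from the data, passing the limit was not always enough; inconclusive = only one of the two conditions met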;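 also: fluorescence polarization rise as delta FosB binds a TAMRA Cdk5 AP-1 oligo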
# V-ATPase pH: regulators of yeast V-ATPase proton pumping, primary screen, pHLuorin cytosolic pH fluorescence. S. cerevisiae. response, % at 10 µM. 350,000 compounds, 0.37% hits. AID 504577, 2011; in the data active = response mostly above about 7.3%, no sharp cut-off; inactive = mostly below about 5.4%; also: actives read high; inactives centre near 0; some compounds called inactive have numbers as strong as hits; reference of the scale not given here
# MITF TRPM1 HTS: activators of MITF-driven TRPM1 promoter reporter, primary screen, cell-based, SK-MEL-5, luciferase, single point | SK-MEL-5 TRPM1-promoter luciferase, 24 h; % of positive control, neutral wells = 0 | activation, % at 12.5 µM | 300,000 compounds, 0.75% hits;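 active = mean activation of at least 80% with every replicate also reaching 80%; inconclusive = mean reaches 80% but some replicate falls short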;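 also: 0% = neutral control wells and 100% = parthenolide positive control wells; values of inactives mirror those of a sister screen read the other way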
# CDK5 p35 inh: inhibitors of human CDK5/p35 kinase, primary screen, biochemical, single concentration; Cyclin-dependent kinase 5 (Homo sapiens) + Cyclin-dependent kinase 5 activator 1 (Homo …; Recombinant CDK5/p35, ADP-Glo luminescence, 60 min; inhibition, % at 10 µM; 330,000 compounds, 0.01% hits; AID 488839, 2010;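 active = highest replicate inhibition of at least 50% and at least 75% of replicates reaching 50%; inconclusive = only one of the two criteria met; inactive = both criteria failed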;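 also: plate controls were DMSO neutral control for no effect and GW8510 at 10 µM for full effect; many of its hits are not listed in these tables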
# HTR5A inv ag: HTR5A inverse agonists in luminescence cell assay, primary screen, counter-screen for OPRM1-OPRD1 heterodimer inverse agonist project, full-deck HTS. AID 504634, 2011. 5-hydroxytryptamine receptor 5A (Homo sapiens), P47898. 340,000 compounds, 0.083% hits. inhibition, % at 9.3 µM. HTR5A cell line, inverse agonism; in the data active = inhibition mostly above about 23%, no sharp cut-off; inactive = mostly below about 18%;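 also: 0% = cells with DMSO and 100% = no-cell wells with DMSO; some compounds called inactive have numbers as strong as hits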
# NSD2 inh: NSD2 histone methyltransferase inhibitors, primary screen, biochemical, AlphaScreen, single concentration, set 2 | Histone-lysine N-methyltransferase NSD2 (Homo sapiens), O96028 | NSD2 peptide methylation, 120 min | inhibition, % at 12.5 µM | 310,000 compounds, 0.54% hits; in the data active = inhibition above about 50%
# SR-BI DiI inh: inhibitors of SR-BI mediated HDL lipid uptake, primary screen, ldlA[mSR-BI] cells, fluorescence, single point; Scavenger receptor class B member 1 (Mus musculus), Q61009; ldlA[mSR-BI] CHO cells, DiI-HDL uptake fluorescence, 3 h; inhibition, % at 12.5 µM; 320,000 compounds, 0.96% hits; AID 488896, 2010;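 active = mean replicate inhibition of at least 70% and a set share of replicates each scoring 70 or more; inconclusive = meets just one of the two criteria; inactive = fails both criteria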;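 also: 0% = median of neutral control wells and 100% = median of positive control wells; values of inactives mirror those of a sister screen read the other way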
# * hit, by the source's call; ? = inconclusive; . = no result given.
SMILES,HTR5A ag ctr,PvdQ acylase,Wnt act,dFosB act,V-ATPase pH,MITF TRPM1 HTS,CDK5 p35 inh,HTR5A inv ag,NSD2 inh,SR-BI DiI inh
COc1ccc(/C(O)=C2/C(=O)C(=O)N(c3ccccn3)C2c2cccc(Cl)c2)cc1 (centres undefined),4,13,17,1,-1,4,-1.4,-14,-3,9
COc1ccc(C(=O)N[C@H](C(=O)NCCCSc2ccccc2)C(C)C)cc1,-1,5,0,-5,-2,11,-3.8,4,-1,10
CCCCC1=CC2=C(c3ccco3)C(=O)C(C)(OC(=O)c3ccc(OC)cc3)C(=O)C2=CN1CCCN(CC)CC (centres undefined),1,-11,-2,-6,3,-3,1.8,-3,.,-3
Cc1nc2ccccc2cc1C(=O)NCc1ccc(F)cc1,3,-10,-1,5,-1,-19,-2.2,19,-4,-23
CC(=O)Nc1ccc(S(=O)(=O)NC(CC(=O)O)c2ccc(C)cc2)cc1 (centres undefined),1,-8,3,-1,4,-9,-1.8,8,0,-10
O=C(CCCCC(=O)Nc1ccc(F)cc1)Nc1ccc(F)cc1,0,-5,0,-3,1,.,-2.0,2,-9,1
Cc1ccc(C(=O)N[C@H](C(=O)OCC(=O)NC2CCS(=O)(=O)C2)C(C)C)cc1 (some centres undefined),3,-6,.,-1,1,-5,-0.5,-2,-4,-45
CCC(C)[C@H](NS(=O)(=O)c1ccc(C)cc1)C(=O)N1CCC(C(=O)N2CCC(C(=O)OC)CC2)CC1 (some centres undefined),-1,5,-1,-16,-2,1,-0.6,8,.,16
CN1CCN(C(=O)c2cnn3c(C(F)(F)F)cc(-c4ccc5c(c4)OCO5)nc23)CC1,-3,-11,.,-9,6,.,2.1,8,2,43
C/C(=N/Nc1nc(-c2ccccc2)c(CC(=O)O)s1)c1ccccc1,-3,-7,-4,-10,8,44,0.5,-3,-1,.
CCN(CC)c1ccc(C=Nc2ccc(C)cc2)c(O)c1,-3,-7,.,-1,1,2,-1.7,7,1,0
CCC1(c2ccccc2)NC(=O)N(CC(=O)NCCN2C(=O)S/C(=C\c3cccnc3)C2=O)C1=O (centres undefined),2,-5,-2,-2,-5,4,-0.6,-5,-2,-7
COc1ccc(C(=O)NNC(=O)C(NC(=O)c2ccccc2NC(=O)c2ccco2)C(C)C)cc1 (centres undefined),3,-13,-6,32*,1,-10,0.3,0,0,5
CCOC(=O)c1cnc(-n2nc(C)cc2C)nc1N(C)C,-3,-5,29,-3,0,45,0.6,-2,1,-3
Cc1ccc(/C=C(/C#N)C(=O)NC(C)c2ccccc2)o1 (centres undefined),3,2,-3,-4,-1,-1,2.6,10,0,1
Nc1cc(Cl)nc(N/N=C/c2c(O)ccc3ccccc23)n1,-2,10,0,?,-1,12,0.9,5,5,52
CCn1nnnc1SCC(=O)c1cc(Cl)ccc1OC,0,-1,-1,-3,1,3,-2.8,6,7,1
Cc1ccc(S(=O)(=O)NNC(=O)c2ccncc2)cc1[N+](=O)[O-],1,-14,2,-5,5,-7,0.2,-1,5,-26
O=C(NNC(=S)Nc1cccc(C(F)(F)F)c1)c1cccc(Cl)c1,-1,-4,.,9,1,-6,0.0,3,-2,24
Cc1ccc(NC(=O)CN2CCN(CCN=CC3=C(O)CC(c4ccc(C)cc4)CC3=O)CC2)cc1 (centres undefined),-4,3,-2,-9,-3,-10,1.9,9,-3,46
Cc1ccccc1Nc1nc(N)nc(CN2CCN(Cc3ccc4c(c3)OCO4)CC2)n1,-3,1,-1,-12,2,0,-1.0,7,4,-2
Cc1ccc(C(=O)NC(=S)N2CCN(C)CC2)cc1,0,-11,.,0,-6,-2,-1.0,6,2,-30
C/C(=N\NC(=O)c1ccncc1)c1cccc(NC(=O)c2ccc(Cl)s2)c1,6,-1,5,-24,3,49,-0.8,-22,1,45
CCn1cc(CN2CCC(n3nccc3NC(=O)c3ccc4c(c3)OCO4)CC2)c(C)n1,6,-1,-1,-2,1,2,1.6,19,-5,-19
CC(=O)Nc1ccc(NC(=O)C(C)OC(=O)/C=C/c2cnc3ccccc3n2)cc1 (centres undefined),10,-13,0,1,3,11,-3.0,-15,-3,.
CCc1cc(=O)oc2cc(O[C@@H]3O[C@H](CO)[C@@H](O)[C@H](O)[C@H]3O)c(Cl)cc12,0,-21,-1,1,-1,0,-0.6,-2,-4,-16
Cc1cccc(C(=O)OCCN2CCOCC2)c1,1,-10,0,1,4,6,0.4,-3,1,6
COc1cc(/C=N/NC(=O)c2cc(-c3cccc(OC(C)C)c3)nc3ccccc23)ccc1O,2,6,-10,-5,2,.,-8.2,20,.,53
O=C(NCC(=O)N1CCN(C/C=C/c2ccccc2)CC1)c1ccc(OC(F)F)cc1,2,11,29,0,-2,5,2.2,-4,-2,27
CCOCCCn1c(=S)[nH]c2cc(C(=O)NCC(OC)OC)ccc2c1=O,1,-6,-1,4,-5,-1,-0.8,-1,-1,-24

# Entries listed so far containing a Cl atom (six):
SMILES,HTR5A ag ctr,PvdQ acylase,Wnt act,dFosB act,V-ATPase pH,MITF TRPM1 HTS,CDK5 p35 inh,HTR5A inv ag,NSD2 inh,SR-BI DiI inh
COc1ccc(/C(O)=C2/C(=O)C(=O)N(c3ccccn3)C2c2cccc(Cl)c2)cc1 (centres undefined),4,13,17,1,-1,4,-1.4,-14,-3,9
Nc1cc(Cl)nc(N/N=C/c2c(O)ccc3ccccc23)n1,-2,10,0,?,-1,12,0.9,5,5,52
CCn1nnnc1SCC(=O)c1cc(Cl)ccc1OC,0,-1,-1,-3,1,3,-2.8,6,7,1
O=C(NNC(=S)Nc1cccc(C(F)(F)F)c1)c1cccc(Cl)c1,-1,-4,.,9,1,-6,0.0,3,-2,24
C/C(=N\NC(=O)c1ccncc1)c1cccc(NC(=O)c2ccc(Cl)s2)c1,6,-1,5,-24,3,49,-0.8,-22,1,45
CCc1cc(=O)oc2cc(O[C@@H]3O[C@H](CO)[C@@H](O)[C@H](O)[C@H]3O)c(Cl)cc12,0,-21,-1,1,-1,0,-0.6,-2,-4,-16

# More structures:
SMILES,HTR5A ag ctr,PvdQ acylase,Wnt act,dFosB act,V-ATPase pH,MITF TRPM1 HTS,CDK5 p35 inh,HTR5A inv ag,NSD2 inh,SR-BI DiI inh
Cc1ccc(CSc2nnc(NC(=O)Cn3cnc4ccccc4c3=O)s2)cc1,-4,-25,10,31*,-2,-6,-0.4,3,16,-11
O=C(c1cccnc1)N1CCN(Cc2ccc3c(c2)OCO3)CC1,0,4,-3,5,4,-4,-2.4,-8,8,9
CCCCN(CC)Cc1ccc(CNC(=O)Nc2ccc(OC)cc2OC)o1,-4,-13,.,-7,1,7,-0.3,11,11,25
O=C(NCCC1CCCCN1S(=O)(=O)c1cccs1)C(=O)Nc1ccc(F)cc1F (centres undefined),3,17,2,-8,3,-37,0.5,-7,.,7
CC(=O)N/C(=C\c1ccccc1)C(=O)Nc1ccc(O)cc1,0,-7,?,-6,-1,18,1.7,-12,7,.
CCOc1ccc2nc(Cl)c(C3CC(c4ccccc4)=NN3C(=O)c3cccs3)cc2c1 (centres undefined),0,-13,-5,-5,-2,-4,-5.7,-5,0,-32
O=C(NCC1CCCO1)C(=O)N/N=C/c1c(F)cccc1Cl (centres undefined),4,5,-1,-1,5,5,0.4,-16,0,-7
Cc1ccc(S(=O)(=O)N2CCCCC2)cc1NC(=O)COC(=O)c1cccn1C,0,-5,12,-6,1,-15,-1.0,0,1,15
CCN(c1ccccc1)S(=O)(=O)c1ccc(OC)c(NC(=O)c2ccc(=O)[nH]c2)c1,-1,2,-4,0,-1,9,-0.6,5,0,-9
COc1ccccc1NC(=O)c1cc2ccccc2o1,-3,-3,.,0,2,36,-2.2,7,-5,-3
CN(CC(=O)Nc1ccc(Cl)cc1)C(=O)c1cccc(S(=O)(=O)N(C)C)c1,3,-5,-2,1,0,-3,-1.2,2,1,-16
O=C(COC(=O)c1ccc(F)cc1F)Nc1ccc2[nH]c(=O)[nH]c2c1,5,11,.,-2,1,6,-0.1,-13,14,3
COc1ccc2[nH]c3c(c2c1)CC(C)NC3=O (centres undefined),0,1,5,7,0,.,1.5,0,-1,10
CC(C)CN(CC(C)C)C(=O)CN1c2cccc3cccc(c23)S1(=O)=O,-2,-12,0,-9,-2,-9,-1.3,7,1,-11
CCCn1c2c(c(O)c(C(=O)NCc3ccccc3)c1=O)CCCC2,-3,7,-3,-7,1,2,0.2,5,-2,41
Cc1cn([C@H]2C[C@H](O)[C@@H](CCC(=O)NCCCn3ccnc3)O2)c(=O)[nH]c1=O,0,-16,-1,5,-1,6,-1.5,1,.,-28
Cc1nn(Cc2c(F)c(F)c(F)c(F)c2F)c(C)c1NC(=O)c1c(-c2ccccc2)nn(-c2ccccc2)c1C,-3,10,.,?,0,-24,1.9,-2,-1,61
Cc1ccc(S(=O)(=O)N(CC(O)CN2CCCC2)c2ccccc2)cc1 (centres undefined),-2,-12,1,-3,-3,7,-2.3,-12,1,-10
O=C(c1ccc2nc[nH]c2c1)N1CCN(S(=O)(=O)c2cccc(Cl)c2)CC1,8,14,-1,-13,-4,16,0.1,-9,-1,0
CCN1CCN(c2nc3c(C)cccn3c(=O)c2/C=C(\C#N)S(=O)(=O)c2ccc(C)cc2)CC1,-2,-13,0,0,2,1,-0.6,25,5,-32
COCCCNC(=O)CNC(=S)N(Cc1ccccc1)Cc1cccnc1,4,-7,0,3,-1,-7,0.0,-12,-1,-7
Cc1cc2nc(-c3ccc(SCc4ccccc4C#N)nc3)[nH]c2cc1C,-2,-4,4,8,-3,25,-3.4,-22,1,34
